NR2E3 ag-1: human photoreceptor-specific nuclear receptor agonism. Q9Y5X4. CHO-S Gal4-NCOR/VP16-NR2E3 two-hybrid, luciferase. inhibition of corepressor binding, % at 3.98 µM. actives 0.35% (n = 360,000). AID 602229;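 active = inhibition above the mean of all tested compounds plus 3 SD, cut at about 70% in these data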;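 note: 0% = DMSO with NR2E3 transfected cells and 100% = cells lacking NR2E3 construct; higher means lower luciferase signal from less NR2E3 corepressor binding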
Target sequence (Q9Y5X4 whole entry, looked up, the tested form may be a part): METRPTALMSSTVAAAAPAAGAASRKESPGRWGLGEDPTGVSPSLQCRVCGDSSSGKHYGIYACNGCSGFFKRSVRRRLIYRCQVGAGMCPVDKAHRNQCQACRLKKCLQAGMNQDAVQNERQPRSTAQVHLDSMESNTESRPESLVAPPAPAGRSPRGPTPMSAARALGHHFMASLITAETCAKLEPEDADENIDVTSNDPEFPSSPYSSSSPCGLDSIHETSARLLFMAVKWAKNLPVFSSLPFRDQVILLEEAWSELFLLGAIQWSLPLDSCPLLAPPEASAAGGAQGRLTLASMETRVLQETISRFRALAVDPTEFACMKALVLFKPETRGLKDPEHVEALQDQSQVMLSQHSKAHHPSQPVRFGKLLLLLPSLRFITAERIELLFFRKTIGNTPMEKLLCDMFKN
HIF-2a inh: inhibitors of HIF-2a; 786-0 RCC cells HIF-2a reporter, luciferase luminescence, overnight; inhibition, % at 18.8 µM; actives 0.72% (n = 360,000); AID 624352;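 active = inhibition of the luminescence signal of 40% or more relative to plate controls, in a single-dose primary screen at 18.75 µM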
TRPM1 prom inh: reduces MITF-dependent TRPM1 promoter luciferase signal. inhibition, % at 12.5 µM. SK-MEL-5 TRPM1 promoter luciferase, 24 h. actives 0.83% (n = 330,000);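 active = mean inhibition across replicates of 60% or more, whatever share of single replicates reaches that level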; note: values of inactives mirror those of a sister screen read the other way
aDG glyco act: alpha-DG glycosylation activation. AID 624168. actives 0.22% (n = 360,000). Pro5-aDG cells, alpha-DG glycosylation AlphaScreen (IIH6); 0% Pro5, 100% B10-LARGE cell signal. activation, % at 10 µM;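 active = activation of at least 8% versus controls, or a plate z-score of at least 8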;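 note: Pro5 are CHO cells carrying HIG-tagged alpha-DG that lacks glycosylation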
KKLEB cytotox: reduces viability of KKLEB cystic fibrosis airway cells; actives 0.36% (n = 360,000); KKLEB CF airway cells viability, ATPlite luminescence, overnight; stronger effect = lower value; cells stimulated with P. aeruginosa culture filtrate; AID 602141; activity change (cytotoxicity), % at 5 µM;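 active = corrected activity change at or below -50% at 5 µM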
TWEAK Fn14 block: blocks TWEAK-Fn14 interaction in a reporter cell assay; TWEAK-stimulated Fn14 reporter cells, luciferase luminescence, 8 h; inhibition, % at 10 µM; actives 2% (n = 360,000); AID 1159606; in the data active = inhibition above about 50%
hiPSC survival: enhancers of human iPSC single-cell survival | survival enhancement, % at 20 µM | AID 602274 | actives 0.044% (n = 360,000) | hiPSC single-cell survival, ATPlite luminescence; 100% = ROCK inhibitor wells, 0% = DMSO; in the data active = survival enhancement above about 18%;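 note: cells exposed to compounds for 16 hours before the ATP read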
Shn3 inh set2: Schnurri-3 reporter inhibition in Clone20 osteoblasts | actives 0.52% (n = 360,000) | Clone20 osteoblast Shn3 3'UTR firefly luciferase, 24 h | inhibition, % at 12.5 µM | AID 588674;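 active = mean inhibition of at least 75% with every replicate also reaching 75%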;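 note: 0% = median of neutral control wells and 100% = pilot-screen positive control compound; some compounds past the cut are filed as inactive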
NR2E3 ag-2: activates human photoreceptor nuclear receptor NR2E3; actives 0.12% (n = 320,000); GST-NR2E3/biotin-RetCOR TR-FRET, 1536-well; inhibition of corepressor binding, % at 4.78 µM; AID 2300; Q9Y5X4;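 active = percent inhibition above the cutoff of mean plus 3 SD of all tested compounds, set per screening campaign, cut at about 20% in these data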;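 note: 0% = DMSO wells and 100% = biotin wells as full block of FRET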
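Material: NR2E3–RetCOR corepressor complex / Amount: 1.35 nM GST-NR2E3 / Medium: Tris pH 7.5 / Compound: single nominal compound dose of 4.8 µM / Incubation: 5 h at 4 °C / Technique: TR-FRET, Eu(K)-anti-GST donor, streptavidin-D2 acceptor, ex 340, em 617/671 nm / Read-out basis: percent loss of FRET ratio relative to control wells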
Peg3 prom inh: Peg3 promoter activity inhibition | inhibition, % at 20 µM | actives 1.7% (n = 360,000) | HeLa PEG-Prom luciferase reporter, luminescence, overnight;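 active = inhibition of at least 50% at 20 µM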
CF NFkB block: inhibitors of cystic fibrosis induced NF-kB; KKLEB NF-kB-GFP reporter, PAF-induced, GFP fluorescence overnight; AID 588850; inhibition, % at 5 µM; actives 0.86% (n = 360,000);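 active = at least 50% inhibition at 5 µM, scaled per plate between neutral and stimulator controls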;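 note: PAF is a Pseudomonas aeruginosa culture filtrate used as stimulus; plate controls were PAF-stimulated DMSO wells for no effect and unstimulated DMSO wells for full effect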
Starred values were filed as active, the others as inactive. No enrichment for hits. About 4.4% of those tested had a hit in this group.

`Cc1oc2c(c(C)cc3oc(=O)c(CC(=O)NCC(=O)NCC(=O)NCC(C)O)c(C)c32)c1C` (centres undefined) gave NR2E3 ag-1 -8.1, HIF-2a inh 5.7, TRPM1 prom inh 6.2, aDG glyco act 0.0, KKLEB cytotox -21.4, TWEAK Fn14 block 6.1, hiPSC survival 0.5, Shn3 inh set2 5.2, Peg3 prom inh -0.6 and CF NFkB block -11.8.
For CCOc1cccc(NC(=O)C(Cc2cccs2)c2nn[nH]n2)c1 (centres undefined) the results were NR2E3 ag-1 10.4, HIF-2a inh 15.5, TRPM1 prom inh 12.0, aDG glyco act -0.1, KKLEB cytotox 9.1, TWEAK Fn14 block -2.3, hiPSC survival 3.4, Shn3 inh set2 4.1, NR2E3 ag-2 5.2, Peg3 prom inh 18.8 and CF NFkB block 4.3.
CCN(CC)C(=O)C(C)N(C#N)c1nc(C)cc(C)n1 (centres undefined) was read as NR2E3 ag-1 -8.7, HIF-2a inh 14.6, TRPM1 prom inh 3.7, aDG glyco act -0.1, KKLEB cytotox -1.5, TWEAK Fn14 block 6.7, hiPSC survival 3.2, Shn3 inh set2 0.7, NR2E3 ag-2 3.0, Peg3 prom inh 7.2 and CF NFkB block 19.8.
`COc1ccc(C2CC(c3ccccc3)n3nnnc3N2)cc1` (centres undefined) gave NR2E3 ag-1 7.0, HIF-2a inh 25.5, TRPM1 prom inh 3.0, aDG glyco act 0.3, KKLEB cytotox 1.1, TWEAK Fn14 block 0.0, hiPSC survival 2.1, Shn3 inh set2 2.5, NR2E3 ag-2 -0.1, Peg3 prom inh 1.3 and CF NFkB block 0.7.
COc1ccc(S(=O)(=O)N(C)CC(=O)NCc2ccco2)cc1OC was read as NR2E3 ag-1 11.8, HIF-2a inh -3.8, TRPM1 prom inh 3.9, aDG glyco act 0.0, KKLEB cytotox 4.1, TWEAK Fn14 block 11.1, hiPSC survival -0.1, Shn3 inh set2 -0.6, NR2E3 ag-2 3.4, Peg3 prom inh 9.4 and CF NFkB block -5.5.
CC(=O)N1c2ccc(S(=O)(=O)N3CCCC(C(=O)N4CCC(C)CC4)C3)cc2CC1C (centres undefined) was read as NR2E3 ag-1 21.6, HIF-2a inh 12.6, TRPM1 prom inh 9.7, aDG glyco act 0.2, KKLEB cytotox -5.3, TWEAK Fn14 block 2.9, hiPSC survival -0.1, Shn3 inh set2 32.2, NR2E3 ag-2 1.5, Peg3 prom inh 19.0 and CF NFkB block -14.5.
CC(=O)NC1CC2CCCC(C1)N2C(=O)Nc1ccccc1C (centres undefined) was read as NR2E3 ag-1 -1.8, HIF-2a inh 8.5, TRPM1 prom inh 10.4, aDG glyco act 0.0, KKLEB cytotox 3.1, TWEAK Fn14 block -28.9, hiPSC survival 1.8, Shn3 inh set2 15.0, Peg3 prom inh 2.8 and CF NFkB block 7.6.
O=C(CCN1C(=O)C2C3C=CC(C3)C2C1=O)N1CCN(c2ccc(F)cc2)CC1 (centres undefined) was read as NR2E3 ag-1 -3.9, HIF-2a inh 11.8, TRPM1 prom inh -3.2, aDG glyco act 0.5, KKLEB cytotox 10.0, TWEAK Fn14 block 14.0, hiPSC survival 6.3, Shn3 inh set2 -4.9, NR2E3 ag-2 -0.9, Peg3 prom inh 16.3 and CF NFkB block -11.8.
For O=C(CSc1ccc(Br)cc1)NCC1CCCO1 (centres undefined) the results were NR2E3 ag-1 -16.2, HIF-2a inh -17.6, TRPM1 prom inh -8.1, aDG glyco act 0.1, KKLEB cytotox -3.7, TWEAK Fn14 block -16.9, hiPSC survival -0.2, Shn3 inh set2 1.6, NR2E3 ag-2 -2.4, Peg3 prom inh -15.1 and CF NFkB block -8.4.
Screening Cc1ccc(S(=O)(=O)N(CC(=O)N2CCOCC2)c2ccc(C(C)C)cc2)cc1 returned NR2E3 ag-1 -17.5, HIF-2a inh 2.2, TRPM1 prom inh 7.4, aDG glyco act -0.2, KKLEB cytotox -0.4, TWEAK Fn14 block 16.6, hiPSC survival 0.2, Shn3 inh set2 3.5, NR2E3 ag-2 0.7, Peg3 prom inh 12.8 and CF NFkB block -5.0.
`COc1cc(CNc2ncn[nH]2)ccc1OCc1ccccc1C` gave NR2E3 ag-1 -46.1, HIF-2a inh -189.1, TRPM1 prom inh -52.7, aDG glyco act 0.1, KKLEB cytotox -7.4, TWEAK Fn14 block -5.8, hiPSC survival 0.6, Shn3 inh set2 -36.5, NR2E3 ag-2 1.9, Peg3 prom inh -108.2 and CF NFkB block -3.0.
`COc1ccc(C(C)(C)C)cc1S(=O)(=O)NCC1CCCO1` (centres undefined) gave NR2E3 ag-1 -0.7, HIF-2a inh 18.6, TRPM1 prom inh 3.2, aDG glyco act -0.1, KKLEB cytotox -11.2, TWEAK Fn14 block 15.3, hiPSC survival -0.4, Shn3 inh set2 1.6, Peg3 prom inh 16.8 and CF NFkB block 12.4.
Screening NC(c1ccccc1)c1csc(NC(=O)NCC2CCCCC2)n1 (centres undefined) returned NR2E3 ag-1 28.9, HIF-2a inh -2.6, aDG glyco act 0.0, KKLEB cytotox -23.9, TWEAK Fn14 block 8.7, hiPSC survival -2.3, Shn3 inh set2 10.8, Peg3 prom inh 18.1 and CF NFkB block 16.9.
For O=C(CSc1cccc2cccnc12)N/N=C/c1cccc(O)c1 the results were NR2E3 ag-1 3.0, HIF-2a inh 14.1, TRPM1 prom inh 4.0, aDG glyco act 0.4, KKLEB cytotox 2.9, TWEAK Fn14 block 1.0, hiPSC survival 4.0, Shn3 inh set2 9.8, NR2E3 ag-2 1.4, Peg3 prom inh -3.2 and CF NFkB block 5.9.
`C/C(=C\c1ccco1)C1C(C#N)=C(N)OC2=C1C(=O)CC(C)(C)C2` (centres undefined) gave NR2E3 ag-1 17.2, HIF-2a inh 4.4, TRPM1 prom inh -1.0, aDG glyco act 0.0, KKLEB cytotox 14.8, TWEAK Fn14 block 1.3, hiPSC survival -2.0, Shn3 inh set2 1.6, NR2E3 ag-2 1.8, Peg3 prom inh -4.8 and CF NFkB block -5.1.

Reprinted at random: 2 entries already listed, in no set order.
Screening NC(c1ccccc1)c1csc(NC(=O)NCC2CCCCC2)n1 (centres undefined) returned NR2E3 ag-1 28.9, HIF-2a inh -2.6, aDG glyco act 0.0, KKLEB cytotox -23.9, TWEAK Fn14 block 8.7, hiPSC survival -2.3, Shn3 inh set2 10.8, Peg3 prom inh 18.1 and CF NFkB block 16.9.
`COc1ccc(C(C)(C)C)cc1S(=O)(=O)NCC1CCCO1` (centres undefined) gave NR2E3 ag-1 -0.7, HIF-2a inh 18.6, TRPM1 prom inh 3.2, aDG glyco act -0.1, KKLEB cytotox -11.2, TWEAK Fn14 block 15.3, hiPSC survival -0.4, Shn3 inh set2 1.6, Peg3 prom inh 16.8 and CF NFkB block 12.4.

Carrying on:
`Cc1ccc(C)c(Cn2cnc3c(oc4ccccc43)c2=O)c1` gave NR2E3 ag-1 -3.1, HIF-2a inh -81.9, TRPM1 prom inh -1.4, aDG glyco act 0.4, KKLEB cytotox -1.8, TWEAK Fn14 block -18.0, hiPSC survival -0.7, Shn3 inh set2 -31.1, NR2E3 ag-2 0.3, Peg3 prom inh -33.6 and CF NFkB block 0.8.
`N#CCC(=O)Nc1ccc(C(=O)OC(C(=O)Nc2cc(C(F)(F)F)ccc2Cl)c2ccccc2)cc1` (centres undefined) gave NR2E3 ag-1 12.1, HIF-2a inh 6.1, TRPM1 prom inh 7.2, aDG glyco act -0.1, KKLEB cytotox -16.6, TWEAK Fn14 block -0.3, hiPSC survival -0.4, Shn3 inh set2 19.5, NR2E3 ag-2 -0.3, Peg3 prom inh 10.9 and CF NFkB block 2.1.
`CCCOc1ccc(C2(C(=O)O)CCCC2)cc1` gave NR2E3 ag-1 -10.0, HIF-2a inh 7.2, TRPM1 prom inh 1.6, aDG glyco act -0.2, KKLEB cytotox 1.3, TWEAK Fn14 block 4.5, hiPSC survival 1.0, Shn3 inh set2 -3.1, NR2E3 ag-2 0.6, Peg3 prom inh -2.9 and CF NFkB block 9.2.
For CCOC(=O)c1cc2cc(OCc3ccccc3)ccc2nc1C the results were NR2E3 ag-1 -19.8, HIF-2a inh -21.5, TRPM1 prom inh -8.7, aDG glyco act 0.2, KKLEB cytotox -7.6, TWEAK Fn14 block 0.0, hiPSC survival -0.5, Shn3 inh set2 15.0, NR2E3 ag-2 0.2, Peg3 prom inh -6.1 and CF NFkB block 17.0.
`CCOc1ccccc1N1CCN(CC(=O)N(C)CC(=O)Nc2ccccc2CC)CC1` gave NR2E3 ag-1 -11.6, HIF-2a inh 5.4, aDG glyco act 0.1, KKLEB cytotox -1.7, TWEAK Fn14 block -1.3, hiPSC survival -2.4, Shn3 inh set2 6.1, Peg3 prom inh 5.9 and CF NFkB block 1.8.
Screening CCCCn1c(N)c(N(CC(C)C)C(=O)CCN2C(=O)C3CC=CCC3C2=O)c(=O)[nH]c1=O (centres undefined) returned NR2E3 ag-1 -17.7, HIF-2a inh 4.5, aDG glyco act 0.0, KKLEB cytotox 1.2, TWEAK Fn14 block 3.4, hiPSC survival 1.0, Shn3 inh set2 -8.2, Peg3 prom inh 7.9 and CF NFkB block 0.8.
For COCCN(C(=O)Cn1c(C(F)(F)F)nc2ccccc21)c1c(N)n(Cc2ccccc2)c(=O)[nH]c1=O the results were NR2E3 ag-1 -28.0, HIF-2a inh -2.7, TRPM1 prom inh -2.4, aDG glyco act -0.4, KKLEB cytotox 3.3, TWEAK Fn14 block 0.8, hiPSC survival -0.3, Shn3 inh set2 5.5, NR2E3 ag-2 0.0, Peg3 prom inh -14.2 and CF NFkB block 23.6.
For OC(COCc1ccccc1F)CN1CCCCC1 (centres undefined) the results were NR2E3 ag-1 -10.9, HIF-2a inh 6.5, TRPM1 prom inh -3.8, aDG glyco act -0.3, KKLEB cytotox -8.8, TWEAK Fn14 block 11.5, hiPSC survival -0.1, Shn3 inh set2 -22.0, NR2E3 ag-2 -0.7, Peg3 prom inh -3.1 and CF NFkB block 19.9.
Cc1ccccc1C(=O)N(C)[C@H]1C[C@H]2c3[nH]c4ccccc4c3CCN2C[C@H]1[C@H](C)O was read as NR2E3 ag-1 8.1, HIF-2a inh 20.6, aDG glyco act -0.2, KKLEB cytotox -3.0, TWEAK Fn14 block 21.3, hiPSC survival 0.6, Shn3 inh set2 -11.7, Peg3 prom inh 7.8 and CF NFkB block -60.0.
Screening Nc1c(-c2ccccc2)cnc2c(-c3ccccc3)cnn12 returned NR2E3 ag-1 -106.4, HIF-2a inh -220.1, TRPM1 prom inh -69.0, aDG glyco act 0.0, KKLEB cytotox -38.8, TWEAK Fn14 block 30.8, hiPSC survival -0.9, Shn3 inh set2 10.7, NR2E3 ag-2 0.1, Peg3 prom inh -245.2 and CF NFkB block -1.1.

Compound activity: PubChem BioAssay, several laboratories
